# MITF inh = blocks human microphthalmia-associated transcription factor; AID 1259374; AlphaScreen MITF homodimerization, bead proximity signal; inhibition, % at 2.6 µM; 650,000 compounds, 0.91% hits; in the data active means inhibition above about 50%;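 further: 0% = vehicle wells with protein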
# Target sequence (O75030 whole entry, looked up): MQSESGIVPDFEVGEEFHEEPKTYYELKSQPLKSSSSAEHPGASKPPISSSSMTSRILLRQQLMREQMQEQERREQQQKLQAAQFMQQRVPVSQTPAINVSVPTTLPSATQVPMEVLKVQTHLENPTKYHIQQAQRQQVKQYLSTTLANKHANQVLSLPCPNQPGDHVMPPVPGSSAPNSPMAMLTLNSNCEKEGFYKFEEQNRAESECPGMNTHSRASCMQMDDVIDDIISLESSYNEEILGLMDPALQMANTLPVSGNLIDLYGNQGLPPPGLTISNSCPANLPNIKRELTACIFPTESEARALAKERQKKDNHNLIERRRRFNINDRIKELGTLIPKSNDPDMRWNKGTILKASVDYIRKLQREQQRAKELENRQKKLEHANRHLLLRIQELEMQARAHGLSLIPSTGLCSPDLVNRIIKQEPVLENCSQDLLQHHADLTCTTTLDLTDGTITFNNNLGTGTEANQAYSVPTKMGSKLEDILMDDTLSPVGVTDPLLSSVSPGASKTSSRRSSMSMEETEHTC
# TEAD-YAP inh = TEAD-YAP interaction inhibition | HEK-TIYL cells, TEAD-Gal4/YAP UAS-luciferase luminescence | inhibition, % at 9.12 µM | AID 1259422 | 640,000 compounds, 1.4% hits; in the data active means inhibition above about 32%;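 further: 0% = median of test compound wells and 100% = reference inhibitor wells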
# FBW7 act = human FBW7 E3 ligase activation, primary screen | Q969H0 | AlphaScreen FBW7–phospho-cyclin E peptide binding, activator screen | normalized activity (activation), % at 26.1 µM | 650,000 compounds, 0.13% hits; in the data active means normalized activity above about 1.9%;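 further: purified mutant Fbw7 with reduced substrate affinity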
# GPR151 ag = activates the human receptor GPR151; activation, % at 11.2 µM; 650,000 compounds, 1% hits; PathHunter beta-arrestin GPR151 cells, luminescence; AID 1508602; Q8TDV0; in the data active means activation above about 4.9%;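 further: 0% = median of compound wells and 100% = cells with positive control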
# Target sequence (Q8TDV0 whole entry, looked up): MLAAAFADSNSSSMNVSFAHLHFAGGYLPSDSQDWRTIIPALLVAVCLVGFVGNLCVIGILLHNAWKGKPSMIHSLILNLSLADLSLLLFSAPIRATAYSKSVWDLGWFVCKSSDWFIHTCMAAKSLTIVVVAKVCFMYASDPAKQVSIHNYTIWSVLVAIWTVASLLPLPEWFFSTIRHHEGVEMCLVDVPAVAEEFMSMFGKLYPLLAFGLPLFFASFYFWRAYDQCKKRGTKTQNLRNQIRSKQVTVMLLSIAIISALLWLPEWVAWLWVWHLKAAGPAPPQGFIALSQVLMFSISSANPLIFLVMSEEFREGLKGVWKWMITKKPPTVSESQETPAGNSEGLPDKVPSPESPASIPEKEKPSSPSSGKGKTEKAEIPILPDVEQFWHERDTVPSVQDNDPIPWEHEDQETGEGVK
# Numbers without * were called inactive; & = joins results of further samples. Rows were taken by chance. About 3.4% of those tested had a hit in this group.
SMILES,MITF inh,TEAD-YAP inh,FBW7 act,GPR151 ag
CC1CCC(C(=O)NC(C(=O)Nc2ccncc2)C(C)C)CC1 (configuration not stated),16,0,0.9,-0.2
Cc1cc(C(=O)N2CCc3ccccc3C2)ccc1[N+](=O)[O-],6,-3,-0.2,0.5
COC(=O)c1c(NC(=O)/C=C/C(=O)Nc2sc3c(c2C(=O)OC)CCC3)sc2c1CCC2,11,8,0.0,0.2
CC(=O)OCCc1c(C)nc2c(C#N)cnn2c1N1CCCC1,-4,-20,0.0,1.4
N/N=C(\c1ccccc1)c1cc(Br)ccc1N,5,-2,-0.1,0.2
CC(C)NC(=O)c1ccc(NC2=NC3CS(=O)(=O)CC3S2)cc1 (configuration not stated),2,3,-0.1,0.1
COc1ccc(-n2nc(C(=O)NCC(=O)NC3CCCCC3)c3ccccc3c2=O)c(OC)c1,4,7,0.1,0.1
Cc1noc(NS(=O)(=O)c2ccc(NC(=O)c3sc4ccccc4c3Cl)cc2)c1C,14,7,0.6,2.2
O=C(COC(=O)c1cc(S(=O)(=O)N2CCOCC2)c(Cl)cc1Cl)c1ccccc1,14,3,0.1,-0.4
Cc1cc(C)c(NC(=O)c2cc(S(=O)(=O)NCc3ccccc3Cl)ccc2F)c(C)c1,1,-7,-0.2,-0.9
COc1ccc(N(CC(O)CN(C)C)S(=O)(=O)c2ccccc2)cc1 (configuration not stated),-1,-7,-0.2,2.7
CC(C)Cn1[nH]c(CC(=O)NN)cc1=O,-5,7,-0.2,-0.5
Cc1ccc(Cl)cc1N(CC(=O)Nc1ccc(Br)cc1)S(C)(=O)=O,-9,-11,-0.1,0.2
COC(=O)CSc1nnc2nc(C)cc(C)n12,-3,2,0.0,-0.5
O=C(CCCC1=NS(=O)(=O)c2ccccc2N1)Nc1ccc(-c2ccccc2)cc1,0,4,0.2,0.3
Cc1cnc(NCCN2CCOCC2)nc1NC1CCN(Cc2ccccc2)CC1,8,5,0.3,1.1
Clc1cc(N2CCOCC2)nc(-c2ccc(Br)cc2)n1,2,6,0.1,-0.1
C#CCn1c(=NC(=O)CN2C(=O)c3ccccc3C2=O)sc2cccc(OC)c21,-2,12,-0.1,0.8
COc1ccccc1-c1noc(-c2cccc(Cl)c2)n1,20,-25,0.2,0.1
CN1CCN(/N=C/c2c(-c3ccccc3)[nH]n(-c3ccc([N+](=O)[O-])cc3)c2=O)CC1,-5,-39,-0.2,-5.2
COc1cc2c(cc1/C=C1\NC(=S)N(C)C1=O)OCO2,10,2,0.1,0.1
Cc1ccc(NC(=O)C(=O)NCC2CCCN2S(=O)(=O)c2cccs2)cc1 (configuration not stated),5,-10,-0.1,-0.1
O=C(Cn1ncc2c1-c1ccccc1OC2)Nc1ccc2c(c1)OCCO2,-14,3,0.0,-0.3
O=S(=O)(c1cccc(Br)c1)N1CCN(CC(O)c2ccccc2)CC1 (configuration not stated),3,2,-0.1,-1.3
CCOc1ccccc1NC(=O)c1c(NCc2ccncc2)sc2c1CCCCC2,1,-6,-0.1,1.6
# Later entries
SMILES,MITF inh,TEAD-YAP inh,FBW7 act,GPR151 ag
S=c1[nH]nc(Cc2cccc3ccccc23)o1,5,-3,0.0,-1.1
CN1CCN(C2=NC(=O)/C(=C\c3ccccc3)S2)CC1,19,7,-0.1,0.1
O=C(CCC(=O)Nc1ccc(Br)cc1)N/N=C/c1ccc(O)cc1O,7,17,-0.6,0.2
NC1=NC(=O)/C(=C/c2cc3ccccc3nc2Cl)S1,1,-5,-0.1,1.6
CC(C)CNC(=O)c1c(N)n(-c2ccc(S(N)(=O)=O)cc2)c2nc3ccccc3nc12,-1,0,0.0,0.2
O=S(=O)(NCCOc1ccccc1Cl)c1ccc2ccccc2c1,-7,-3,-0.2,-0.9
O=C(O)c1[nH]c2ccccc2c1CNCc1ccc2c(c1)OCO2,10,3,0.7,-0.5
N#Cc1cc(NC(=O)c2ccc(F)cc2)c(=O)n2ccccc12,10,-4,0.1,-1.1
CCOc1ccc(-n2c(=S)sc3c(=O)[nH]c(SCC(=O)NCC4CCCO4)nc32)cc1 (configuration not stated),5,4,-0.1,-0.2
CC(C)N1CCc2c(sc(NC(=O)C3CCCCC3)c2C(N)=O)C1,-5,22,-0.1,-1.0
O/C(c1ccccc1)=c1/ccc2cccc3nc(-c4ccccc4)nc1c23,8,1,-0.2,-1.3
CCC(C)n1c(=N)c(C(=O)NC)cc2c(=O)n3ccccc3nc21 (configuration not stated),3,3,0.4,-1.7
CCC(=O)C1CCCN(C(=O)CCN2Cc3cc(OC)ccc3OC(CC)C2)C1 (configuration not stated),5,-4,0.2,0.4
O=C(Cc1ccc2ccccc2c1)Nc1nnc(Cc2cccs2)o1,7,0,-0.2,-0.6
COc1ccc(CCn2c(SCc3cccc(Br)c3)nc3ccccc3c2=O)cc1OC,-2,-3,0.2,1.4
Cc1[nH]n(-c2ccc(Br)cc2)c(=O)c1/C=N/NC(=O)c1ccccc1,-2,-43,-0.1,-1.5
Cc1nc2c(c(=O)[nH]1)CCN(C(=O)CN1C(=O)C3C4CCC(C4)C3C1=O)C2 (configuration not stated),-1,-10,-0.1,1.2
C=CCn1c(SCC(=O)NCCO)nc2ccccc2c1=O,-16,-9,-0.1,0.1
CCOC(=O)C(=O)N1c2ccccc2-c2c(ssc2=S)C1(C)C,9,-6,-0.3,-1.3
CCCNc1nccc(-c2c(-c3ccc(F)cc3)nc3n2[C@H](CO)C[C@@H]3C)n1,-9,12,-0.1,-0.4
CC(C)(C)NCCCOc1cc(Cl)ccc1Cl,-2,1,-0.1,0.5
Cc1ccc(C2c3c(-c4ccccc4)n[nH]c3C(=O)N2c2ccccc2)cc1 (configuration not stated),-3,-20,0.1,-0.3
Cn1c(=O)c([N+](=O)[O-])c(NCCN2CCOCC2)c2ccccc21,14,0,0.1,-1.8
CCOC(=O)c1c(NC(=O)CSc2nnc(CNC(=O)c3cc(OC)cc(OC)c3)n2CCc2ccccc2)sc2c1CCCC2,-6,6,-0.1,0.7
CC1CCCCC1NC(=O)c1cc2sccc2n1C (configuration not stated),-6,-5,0.0,-0.2

# Reprinted at random: five entries already listed, in no set order.
SMILES,MITF inh,TEAD-YAP inh,FBW7 act,GPR151 ag
Cc1[nH]n(-c2ccc(Br)cc2)c(=O)c1/C=N/NC(=O)c1ccccc1,-2,-43,-0.1,-1.5
CCC(=O)C1CCCN(C(=O)CCN2Cc3cc(OC)ccc3OC(CC)C2)C1 (configuration not stated),5,-4,0.2,0.4
CCCNc1nccc(-c2c(-c3ccc(F)cc3)nc3n2[C@H](CO)C[C@@H]3C)n1,-9,12,-0.1,-0.4
CCOC(=O)c1c(NC(=O)CSc2nnc(CNC(=O)c3cc(OC)cc(OC)c3)n2CCc2ccccc2)sc2c1CCCC2,-6,6,-0.1,0.7
O=C(O)c1[nH]c2ccccc2c1CNCc1ccc2c(c1)OCO2,10,3,0.7,-0.5

# Arranged by count of non-hydrogen atoms (largest number first): some entries from above.
SMILES,MITF inh,TEAD-YAP inh,FBW7 act,GPR151 ag
O/C(c1ccccc1)=c1/ccc2cccc3nc(-c4ccccc4)nc1c23,8,1,-0.2,-1.3
Cc1[nH]n(-c2ccc(Br)cc2)c(=O)c1/C=N/NC(=O)c1ccccc1,-2,-43,-0.1,-1.5
S=c1[nH]nc(Cc2cccc3ccccc23)o1,5,-3,0.0,-1.1

# The listing continues:
SMILES,MITF inh,TEAD-YAP inh,FBW7 act,GPR151 ag
O=C(NCCc1cn2ccsc2n1)c1cccc([N+](=O)[O-])c1,-10,-10,0.1,-0.8
Nn1c(SCc2ccc(C(=O)O)cc2)nnc1-c1ccccn1,-1,7,-1.0,1.1
COc1ccc(N=C2C(=O)Nc3ccc(Br)cc32)c(OC)c1,25,8,0.1,0.9
CC(=O)Oc1cc(C)c2c(c1)oc(=O)c1ccccc12,7,-1,0.7,-0.2
COc1cc(C2C(C#N)=C(N)Oc3n[nH]c(-c4ccccn4)c32)cc(OC)c1OC (configuration not stated),32,5,-0.5,-1.4
COc1ccc(/C=C2/SC(=N)N(c3cc(C)ccc3C)C2=O)cc1,8,38*,0.1,1.6
O=C(NC1CCCCC1)C1CC(=O)N(C2CCCCCCC2)C1 (configuration not stated),5,0,0.3,0.5
CCN(Cc1ccccc1)S(=O)(=O)c1ccc(F)c(C(=O)Nc2cc(Cl)ccc2OC)c1,-4,0,0.0,-0.4
CC(C)(O/N=C(\C(=O)N[C@@H]1C(=O)N2C(C(=O)O)=C(C[n+]3ccccc3)CS[C@H]12)c1csc(N)n1)C(=O)O,45&48,4,0.0&-0.3,-1.2&0.1
CC(C)(C)c1ccc(OC2=CS(=O)(=O)c3ccccc32)cc1,6,-41,0.3,0.1
Cc1cc(C)nc(-c2cccc3c2OC(CNC(=O)CCc2c[nH]c4ccccc24)C3)n1 (configuration not stated),2,0,-0.3,-0.9
CC1CN(P2(=O)C=C(c3ccccc3)OC(c3ccccc3)=C2)CC(C)O1 (configuration not stated),4,7,0.3,-0.7
CCc1nnc(NC(=O)CSc2nnc(-c3ccoc3C)n2CC(C)C)s1,-3,-10,0.0,-0.6
COc1cccc2cc(C(=O)NC3=C(C#N)CCC3)c(=O)oc12,-11,-2,0.0,1.7
O=C(N/N=C/c1ccc(O)cc1)c1cccc(NC(=O)c2ccccc2)c1,11,-8,0.3,1.2
Cc1occc1-c1nc(Cc2ccc(Cl)cc2)no1,24,-4,0.0,-0.7
CN(CCC1CCOCC1)C(=O)CC1C(=O)NCCN1C1CCCC1 (configuration not stated),5,3,0.0,3.6
Cc1occc1C(=O)N/N=C/C=C/c1ccc(N(C)C)cc1,-3,-58,-0.1,-6.2
Cc1ccccc1C(=O)N(Cc1sccc1C)C1CCS(=O)(=O)C1 (configuration not stated),-5,3,0.0,-0.4
CC1CCN(C(=O)Cn2cnc3c(nnn3-c3cccc(Cl)c3)c2=O)CC1,8,-1,0.0,-0.8
CCC(=O)OC1CSc2nc3ccccc3n2C1 (configuration not stated),6,8,0.0,-0.5
CCC(C)NC(=O)c1cnn(-c2ccccc2)c1-n1cccc1 (configuration not stated),7,10,-0.1,0.8
COc1ccc(OC(C)C(=O)Nc2ccccc2Cl)cc1 (configuration not stated),-6,-11,0.4,-0.5
Cc1ccc(C(c2c(C)[nH][nH]c2=O)c2c(C)[nH][nH]c2=O)o1,3,12,-0.9,0.8
C/C(=N\Nc1cccc([N+](=O)[O-])c1)c1ccc(O)cc1,-7,-6,-0.1,-0.6
# Additional entries follow.
SMILES,MITF inh,TEAD-YAP inh,FBW7 act,GPR151 ag
Cc1cc(=O)n2nc(NC(C)C(=O)NCc3ccc(OC(C)C)cc3)sc2n1 (configuration not stated),1,-4,0.0,0.0
CC(NC(=O)COc1ccc(/C=N/NS(=O)(=O)c2ccccc2)cc1)c1ccccc1 (configuration not stated),18,9,0.1,0.3
COc1ccc(CN(CC2CCC(C(=O)O)CC2)C(=S)Nc2cccc(C)c2)cc1 (configuration not stated),1,-5,-0.1,-0.9
NC(=O)c1ccc(N2C(=O)c3ccc(Oc4ccc(Br)cc4)cc3C2=O)cc1,17,9,0.3,-0.4
Fc1ccccc1Nc1nnc(SCC2CCCCO2)s1 (configuration not stated),-1,73*,0.2,-9.9
COc1cccc(OC)c1C(=O)N1CCCC(c2nc(-c3ccc(F)cc3)no2)C1 (configuration not stated),-5,-4,0.0,-0.2
O=C(CSc1nnnn1-c1cccnc1)c1ccc2c(c1)OCCO2,-16,-15,0.1,-0.8
O=C(CSCc1ccccc1)NNC(=O)C1CC1,8,5,0.3,-1.3
S=C(NCC1CCCO1)Nc1ccn(C23CC4CC(CC(C4)C2)C3)n1 (configuration not stated),5,-2,0.0,0.2
O=C(C(=S)N1CCOCC1)c1c[nH]c2ccccc12,-8,5,0.1,-1.9
CC(=O)c1sc(NC(=O)c2ccc(S(=O)(=O)N3CCc4ccccc43)cc2)nc1C,7,6,0.0,-0.3
O=C(/C=C/c1ccco1)Nc1ccccc1C(=O)c1ccccc1,15,-4,-0.5,0.0
C#CCN(C(=O)CCc1nnc(C(OC)c2ccccc2)o1)C1CCCCC1 (configuration not stated),-2,-28,0.0,0.7
Cc1ccc(/C=C/C(=O)Nc2ccc(S(=O)(=O)Nc3nc(C)cc(C)n3)cc2)cc1,-1,-1,0.1,4.3
CCOC(=O)C1CCCN(c2c(N3CCN(CC)CC3)c(=O)c2=O)C1 (configuration not stated),13,-6,0.0,0.1
COc1cccc(-n2cc(C(=O)NCCC(=O)N3CCC(C)CC3)c3ccccc3c2=O)c1,10,-1,0.2,-1.3
c1ccc2sc(N3CCN(Cc4nnnn4C4CCCC4)CC3)nc2c1,12,6,0.1,-0.1
CCc1ccc(OCC(O)Cn2c(NN)nc3c2c(=O)n(C)c(=O)n3C)cc1 (configuration not stated),-2,9,0.0,0.3
COc1ccccc1N1CCN(Cc2cc(COCc3ccccc3)c3cccnc3c2O)CC1,49,74*,-1.2,0.4
Cc1cc(=O)n2nc(-c3ccccc3)sc2c1C#N,3,4,-0.1,0.6
COCCn1cnc2sc(C(=O)Nc3ccc(F)cc3F)c(C)c2c1=O,9,-10,0.2,-1.1
CCCCOc1ccc(C(=O)Nc2nnc(COc3cc(C)ccc3C(C)C)s2)cc1,4,11,-0.1,0.9
Cc1ccc(NC(=O)NNC(=O)CN2C(=O)COc3ccccc32)cc1,13,4,0.9,3.0

# Full records, looked up by structure:
# CCc1nnc(NC(=O)CSc2nnc(-c3ccoc3C)n2CC(C)C)s1 as listed: MITF inh = -3; TEAD-YAP inh = -10; FBW7 act = 0.0; GPR151 ag = -0.6
# CCCNc1nccc(-c2c(-c3ccc(F)cc3)nc3n2[C@H](CO)C[C@@H]3C)n1 as listed: MITF inh = -9; TEAD-YAP inh = 12; FBW7 act = -0.1; GPR151 ag = -0.4
# Cc1cc(=O)n2nc(-c3ccccc3)sc2c1C#N as listed: MITF inh = 3; TEAD-YAP inh = 4; FBW7 act = -0.1; GPR151 ag = 0.6

# Assay outcomes (PubChem)
